MC4R barr agon – agonists of human melanocortin 4 receptor (MC4R) beta-arrestin | P32245 | U2OS MC4R beta-arrestin complementation, luminescence; percent of melanotan II response, DMSO zero | activation, % at 8.9 µM | actives 0.98% (n = 360,000);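 active means activation above a per-plate cutoff, the mean activation of sample wells on that plate plus 3 SD, cut at about 8% in these data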
Target sequence (P32245 whole entry, looked up): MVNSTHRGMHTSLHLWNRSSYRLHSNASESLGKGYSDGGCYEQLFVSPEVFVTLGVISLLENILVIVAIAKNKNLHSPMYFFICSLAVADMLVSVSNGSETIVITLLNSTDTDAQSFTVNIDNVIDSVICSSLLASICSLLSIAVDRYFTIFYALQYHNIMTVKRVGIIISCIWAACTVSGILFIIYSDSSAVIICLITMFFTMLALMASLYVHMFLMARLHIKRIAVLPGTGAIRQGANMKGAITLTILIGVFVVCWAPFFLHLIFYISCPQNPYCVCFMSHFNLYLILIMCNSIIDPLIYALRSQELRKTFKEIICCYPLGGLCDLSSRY
ABHD5-PLIN5 inh – ABHD5-PLIN5 protein interaction inhibition; actives 0.78% (n = 360,000); inhibition, % at 4 µM; Q00G26+Q8WTS1; Split G. princeps luciferase complementation, luminescence, 4 h;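 active means inhibition above the mean inhibition across every tested compound plus 3 SD, cut at about 22% in these data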;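 further: 0% = DMSO only wells and the 100% control is not disclosed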
HTR2A ag – mouse HTR2A agonism via beta-arrestin recruitment. CHO-K1 mHTR2A beta-arrestin complementation, luminescence; percent of 30 µM serotonin response. activation, % at 7.6 µM. actives 0.66% (n = 360,000). AID 624169;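 active means activation above a run cutoff, the mean activation of all tested compounds plus 3 SD, cut at about 14% in these data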;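 further: 0% = plate median of compound wells and 100% = 30 µM serotonin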
Target sequence (P35363 whole entry, looked up): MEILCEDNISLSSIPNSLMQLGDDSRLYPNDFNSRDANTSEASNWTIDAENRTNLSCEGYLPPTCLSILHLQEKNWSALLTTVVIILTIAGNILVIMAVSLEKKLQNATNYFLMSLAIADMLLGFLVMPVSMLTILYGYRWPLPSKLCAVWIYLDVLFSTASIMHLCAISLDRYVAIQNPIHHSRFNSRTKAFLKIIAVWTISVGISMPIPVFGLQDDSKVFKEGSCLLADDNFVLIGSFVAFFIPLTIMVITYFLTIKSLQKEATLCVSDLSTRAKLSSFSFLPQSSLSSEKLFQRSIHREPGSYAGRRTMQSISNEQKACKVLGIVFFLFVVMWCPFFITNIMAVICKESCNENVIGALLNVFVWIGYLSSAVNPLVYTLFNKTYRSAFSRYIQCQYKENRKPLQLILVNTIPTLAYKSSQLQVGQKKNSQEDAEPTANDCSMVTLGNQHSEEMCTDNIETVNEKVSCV
Exocytosis inh – lytic granule exocytosis inhibition; TALL-104 LAMP-1 surface exposure, flow cytometry; cells stimulated with thapsigargin and PMA; inhibition, % at 10 µM; actives 0.66% (n = 360,000); AID 651702;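 active means inhibition above about 55%, limit read from the data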
MC4R antagonist – blocks human MC4R cAMP signaling; AID 540295; inhibition, % at 6.5 µM; P32245; MC4R-expressing cells, MTII-stimulated cAMP, LANCE TR-FRET; actives 0.48% (n = 360,000);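 active means inhibition above its plate's cutoff, the mean of tested wells on that plate plus 3 SD, cut at about 29% in these data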;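 further: 0% = Melanotan II alone and 100% = Melanotan II plus saturating MCL0020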
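Material: human MC4R-expressing U2OS cells. Probe or stimulus: Melanotan II challenge. Dosing: 6.5 µM single dose. Times: 30-min compound, 1-h challenge, 1-h detection, room temperature. Technique: TR-FRET with Eu-cAMP and labeled anti-cAMP, 671 nm. Replication: singlicate.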
ABCB6 inh 2 – human ABCB6 transporter inhibition; K562-ABCB6 porphyrin accumulation, flow cytometry, 1 h; stronger effect = lower value; fluorescence ratio to DMSO, % at 10 µM; actives 0.19% (n = 360,000); AID 602162;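 active means fluorescence ratio to DMSO below 75%, the collection mean minus 3 SD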;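 further: signal is porphyrin accumulated inside mitochondria; 100% equals median channel fluorescence of DMSO control wells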
PDI turbidity – PDI (human) enzyme inhibition; AID 588391; inhibition, % at 10 µM; actives 0.052% (n = 350,000); PDI insulin aggregation turbidity, A650, 90 min;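 active means mean inhibition across replicates of 30% or more, whatever share of single replicates reach that level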;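 further: absorbance from insulin aggregation driven by PDI reduction with DTT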
CaV13 ICDI inh – Disruptors of the CACNA1D IQ motif to Ca2+-dependent inactivation inhibitor domain association, primary screening, Förster resonance energy transfer in intact living …; HEK cells, CFP/YFP FRET ICDI-IQ, plate reader, 10 min; percent FRET-ratio fall versus neutral wells; inhibition, % at 12.3 µM; actives 0.098% (n = 340,000);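 active means mean replicate inhibition of at least 30% and at least 1% of replicates passing that level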;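 further: 0% = median of the neutral control wells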
N-glyco inh – N-linked glycosylation inhibition. D54 ERlucT glycosylation luciferase reporter, 24 h; percent of 100 nM tunicamycin response. reporter increase, % at 12.5 µM. actives 0.23% (n = 360,000);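 active means mean luciferase reporter signal, scaled so untreated is 0 and the glycosylation-blocking control 100, at or above a set limit in every replicate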;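 further: luciferase carries N-glycosylation sites so blocking glycosylation raises the light; 0% = median of neutral control wells and 100% = median of 100 nM tunicamycin wells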
Cardio protect – protects H9c2 cardiomyocytes from peroxide injury; H2O2 injury protection, ATPLite, 2 h; protection from H2O2 cell death, % at 20 µM; actives 0.63% (n = 360,000);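 active means compounds giving at least 50% protection of heart cells from peroxide-induced death in the single-dose screen, raw or plate-pattern-corrected value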;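 further: 0% = DMSO wells with peroxide and 100% = DMSO wells without peroxide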
Starred values were filed as active, the others as inactive; x = no result given.

no. | compound | MC4R barr agon | ABHD5-PLIN5 inh | HTR2A ag | Exocytosis inh | MC4R antagonist | ABCB6 inh 2 | PDI turbidity | CaV13 ICDI inh | N-glyco inh | Cardio protect
1 | O=C1CN(S(=O)(=O)c2ccc(Cl)cc2)c2ccccc2N1 | 0.5 | -8 | 4 | -1 | -2 | 98 | -4 | -2 | 0 | 1
2 | COc1ccc(C(=O)NCCCNC(=O)c2ccccn2)cc1Br | -4.8 | -7 | -1 | -1 | -10 | 95 | -6 | -6 | 1 | -3
3 | CS(=O)(=O)N1CCC(Oc2ccccc2C(=O)N2CCNC(=O)C2)CC1 | -2.0 | 3 | -1 | -6 | 0 | 98 | -2 | -5 | 2 | 3
4 | O=C(CN1CCN(Cc2ccc3c(c2)OCO3)CC1)Nc1ccc2[nH]c(=O)[nH]c2c1 | -0.8 | 6 | -6 | -12 | 9 | 95 | -30 | -6 | 2 | 1
5 | CCc1c(C)sc(NC(=O)CC#N)c1C#N | 3.2 | -7 | 11 | -1 | -1 | 107 | 9 | -9 | -1 | 7
6 | Cc1cc(C)nc(N(C#N)Cc2cccc3ccccc23)n1 | -0.8 | 2 | -3 | -2 | -1 | 78 | -5 | -5 | 2 | 4
7 | COc1cc(C(=O)NNC(=O)c2ccc(NC(C)=O)cc2)cc(OC)c1OC | 1.1 | -1 | 6 | 0 | -3 | 90 | 14 | 0 | 0 | -1
8 | Cc1ccc(S(=O)(=O)CC(=O)c2ccc([N+](=O)[O-])cc2)cc1 | -0.4 | -6 | 2 | 6 | -1 | 105 | -2 | -21 | 1 | 4
9 | CC(=O)Nc1cc2c3ccccc3n(C)c2cc1[N+](=O)[O-] | 0.3 | 9 | 0 | 5 | -10 | 98 | -4 | -5 | 8 | 13
10 | O=C(OCc1cn([C@@H]2C[C@H](c3ccccc3)N(Cc3cccs3)C[C@H]2O)nn1)c1ccccc1 | 0.8 | -4 | -6 | 0 | 5 | 91 | -3 | -5 | 0 | -16
11 | CC(=O)c1c(C)[nH]c(C(=O)CSc2nnc(N)s2)c1C | -1.9 | 3 | 3 | 0 | 7 | 107 | 15 | -5 | 1 | 4
12 | O=C(CN1N=C(c2ccccc2)CCC1=O)NCc1ccccc1 | 0.3 | -1 | 1 | -1 | 0 | 97 | -2 | 4 | 0 | -1
13 | C[C@H](NC(=O)c1nc[nH]c1C(=O)NC[C@@H](C)O)c1ccccc1 | 1.8 | -1 | 0 | -4 | 15 | 108 | -5 | -5 | 0 | 8
14 | Nc1c(Br)cc2oc(-c3ccccc3)nc2c1Br | 7.3 | 0 | 6 | -1 | 0 | 102 | -9 | -9 | -5 | -4
15 | Cn1c(Cc2ccc3c(c2)OCO3)nnc1SCC(=O)N1CCc2ccccc2C1 | 2.0 | -4 | 3 | -2 | 9 | 100 | -8 | -3 | -2 | 6
16 | Cc1ccccc1NC(=O)Cn1c(O)c(N=NC(=O)c2ccccc2O)c2ccccc21 | 0.3 | 4 | 6 | -8 | -3 | 104 | 9 | -3 | 0 | -10
17 | O=C(CSc1n[nH]c(-c2cc(Cl)ccc2Cl)n1)NCCN1C(=O)CSC1=O | 0.5 | 9 | 1 | -9 | 5 | 102 | 18 | -6 | 0 | 8
18 | Cc1noc(C)c1CSCC(=O)NCCN1C(=O)S/C(=C\c2ccccc2F)C1=O | 0.3 | 5 | 0 | 0 | -1 | 91 | -15 | -6 | -2 | 4
19 | Cc1ccc(-n2c(Cc3cccn3C)nnc2SCC(N)=O)cc1 | 0.4 | -1 | -1 | 0 | 19 | 105 | -1 | -7 | 0 | -1
20 | COc1cccc(CNC(=O)C2CCN(S(=O)(=O)c3ccc4c(c3)OCCO4)CC2)c1 | -0.8 | -5 | 8 | 15 | 4 | 101 | 2 | -6 | 1 | 3
21 | O=C(NNC(=O)c1cccnc1)Nc1cccc2ccccc12 | 1.4 | -2 | 5 | 3 | 10 | 105 | 9 | -5 | 0 | 8
22 | CC[C@H](C)Cc1cn([C@@H](CCCN=C(NC(=O)OC(C)(C)C)NC(=O)OC(C)(C)C)C(=O)NCCCCCCCCCCC(=O)N2CCN(C(=O)OC(C)(C)C)CC2)nn1 | 0.4 | 15 | -10 | 2 | 24 | 98 | -1 | x | -6 | -14
23 | COC(=O)c1sc2ncccc2c1OCc1ccccc1Cl | -0.9 | 0 | -7 | -5 | 16 | 94 | 5 | -7 | -2 | 3
24 | CC(C)C(=O)Nc1cccc(NC(=S)NC(=O)c2ccc([N+](=O)[O-])cc2)c1 | -2.3 | -7 | -3 | 1 | 18 | 94 | 10 | -5 | 1 | 26
25 | COc1ccc(NC(=O)CN(C)CC(=O)Nc2sc3c(c2C(N)=O)CCC3)cc1 | -1.4 | -8 | -6 | 6 | -12 | 100 | -3 | -7 | 3 | -4
26 | COc1ccc(CN(C)C(=O)c2cccc(Oc3ccccc3)c2)c(OC)c1OC | -1.0 | 3 | -1 | 45 | 15 | 100 | 6 | -4 | -1 | 4
27 | Cc1csc(NC(=O)C2CCN(S(=O)(=O)c3ccc4c(c3)oc(=O)n4C)CC2)n1 | 0.3 | -8 | -4 | -2 | 21 | 99 | 9 | -5 | -2 | 4
28 | N/C(=N\OC(=O)c1ccc(Cl)cc1)c1cccnc1 | 3.1 | 11 | 9 | -5 | -3 | 93 | -9 | x | 0 | -22
29 | CN(C)C=NC(=O)c1cc(C(=O)c2ccccc2Cl)c[nH]1 | 0.5 | -3 | -4 | -2 | 17 | 103 | -2 | -6 | -2 | 1
30 | CC1(C(=O)NS(=O)(=O)c2cccc(F)c2)CCN1C(=O)CC1CCCCC1 (centres undefined) | -0.8 | 1 | 8 | 0 | 11 | 110 | -3 | -5 | 0 | 5

Single records, as listed above:
`Cc1ccc(-n2c(Cc3cccn3C)nnc2SCC(N)=O)cc1` in the list: MC4R barr agon = 0.4; ABHD5-PLIN5 inh = -1; HTR2A ag = -1; Exocytosis inh = 0; MC4R antagonist = 19; ABCB6 inh 2 = 105; PDI turbidity = -1; CaV13 ICDI inh = -7; N-glyco inh = 0; Cardio protect = -1
`Nc1c(Br)cc2oc(-c3ccccc3)nc2c1Br` in the list: MC4R barr agon = 7.3; ABHD5-PLIN5 inh = 0; HTR2A ag = 6; Exocytosis inh = -1; MC4R antagonist = 0; ABCB6 inh 2 = 102; PDI turbidity = -9; CaV13 ICDI inh = -9; N-glyco inh = -5; Cardio protect = -4

Additional results follow:
no. | compound | MC4R barr agon | ABHD5-PLIN5 inh | HTR2A ag | Exocytosis inh | MC4R antagonist | ABCB6 inh 2 | PDI turbidity | CaV13 ICDI inh | N-glyco inh | Cardio protect
31 | COc1ccc(C(OCC(O)CNC(C)c2ccccc2)c2ccc(OC)cc2)cc1 (centres undefined) | 3.0 | 15 | 3 | -4 | -9 | 93 | 6 | -7 | -4 | -2
32 | CCOC(=O)/C(=N\Nc1ccccc1Cl)N1CCN(Cc2ccccc2)CC1 | 1.0 | 3 | 1 | -2 | -9 | 97 | 1 | -4 | -2 | -19
33 | CCn1cc(S(=O)(=O)NC(C)c2cc(OC)ccc2OC)cn1 (centres undefined) | 0.9 | 0 | 3 | 1 | 12 | 102 | 0 | -5 | 1 | -1
34 | CCOC(=O)c1c(NC(=O)CC2Nc3ccccc3NC2=O)sc(C)c1C (centres undefined) | -2.4 | 1 | -1 | -2 | -2 | 104 | 13 | -5 | 8 | 1
35 | CC(c1ccon1)N(C)C(=O)c1ccc2nc(Cc3cccc(Cl)c3)oc2c1 (centres undefined) | -0.1 | -5 | 3 | 6 | 1 | 90 | 3 | -5 | -2 | -4
36 | CCOc1ccc(-c2nc(CN3CCCCC3CCn3cccn3)c(C)o2)cc1 (centres undefined) | -0.2 | 0 | -3 | 4 | 18 | 99 | -1 | -14 | -4 | 2
37 | CNC(=O)c1ccccc1NC(=O)C1CC(=O)N(c2ccc(OC)cc2)C1 (centres undefined) | -0.9 | -1 | 1 | -1 | 16 | 102 | -3 | -3 | 1 | -4
38 | COc1cc(S(=O)(=O)Nc2ccncc2)ccc1F | -0.1 | -2 | -5 | -2 | 10 | 95 | 4 | 3 | 1 | 2
39 | Cc1cccc(NC(=O)C2CCN(S(=O)(=O)c3ccc4c(c3)OCCO4)CC2)n1 | -0.2 | -17 | -5 | 10 | 1 | 91 | 1 | -1 | 0 | 2
40 | O=C(O)CN=CC1=C(O)CC(c2ccccc2)CC1=O (centres undefined) | -2.6 | -9 | 14 | -1 | 6 | 107 | 5 | -3 | 3 | 5
41 | Cc1cc(C(=O)OC(C)C(=O)NC2CCCCC2)c(C)o1 (centres undefined) | 0.1 | -4 | -1 | 2 | 1 | 98 | -7 | -5 | 0 | 15
42 | C=CCn1c(N)c(C(=O)OCC(C)C)c2nc3ccccc3nc21 | -3.0 | -37 | -7 | 2 | -3 | 106 | -5 | x | 7 | -1
43 | Cc1ccc(-n2cnc3c(sc4nccc(N(C)C)c43)c2=O)cc1 | -1.4 | 3 | -1 | -1 | 2 | 97 | -5 | 1 | -9 | 8
44 | Cc1ccc(C(=O)N2CCN(S(=O)(=O)c3ccccc3)CC2)cc1 | 0.3 | -2 | 4 | -1 | -4 | 98 | -4 | -4 | -3 | -4
45 | COc1ccc(NC(=O)CN(C)C(=O)C23CC4CC(CC(C4)C2)C3)cc1 | -2.6 | 3 | -2 | 6 | 1 | 94 | 0 | -3 | -1 | 1
46 | O=C(COC(=O)c1ccc(F)cc1Cl)NC1CCCCCCC1 | 8.6* | -12 | 7 | 0 | 11 | 105 | 0 | -6 | 4 | -3
47 | O=C(NN1C(=O)/C(=C/c2cccs2)SC1=S)c1ccncc1 | -1.1 | -17 | -1 | 1 | 14 | 104 | 17 | -5 | 2 | 8
48 | CNCCCc1[nH]nc(N)c1C#N | -1.9 | 3 | -3 | 2 | -2 | 95 | 3 | x | 1 | 8
49 | O=C(NNc1ccc(-c2csnn2)cc1)c1cc(Cl)cc(Cl)c1 | -0.1 | -9 | 0 | -1 | -7 | 103 | 8 | -4 | -1 | 2
50 | Cc1c(N(C)C)c(=O)n(-c2ccccc2)n1C | -0.9 | 4 | 1 | 1 | -5 | 101 | x | x | -1 | 4
51 | CCN(CC)S(=O)(=O)c1ccc(C)c(C(=O)Oc2cccc(-c3cnc4ccccc4n3)c2)c1 | 0.6 | -2 | 5 | 0 | -4 | 97 | -1 | -7 | -3 | -7
52 | COc1ccc2[nH]c(=O)c(-c3noc(-c4ccccc4)n3)cc2c1 | 0.5 | -1 | -2 | -1 | -4 | 102 | 2 | x | 0 | 7
53 | COc1nsnc1NS(=O)(=O)c1ccc(NC(=S)NC(=O)c2ccncc2)cc1 | 3.0 | 16 | 4 | 0 | -2 | 100 | -4 | -12 | -8 | 3
54 | COc1ccccc1N1C(=O)N(CC(=O)C(C)(C)C)c2ccccc2S1(=O)=O | -0.8 | 1 | -8 | 3 | 2 | 96 | -2 | -3 | -1 | 5
55 | CCOC(=O)c1c(-c2ccccc2)csc1NC(=O)c1cc(S(=O)(=O)N2CCOCC2)ccc1C | -2.8 | -15 | 6 | 0 | 6 | 94 | 4 | -4 | -6 | -6
56 | CC1(c2ccc3c(c2)OCO3)NC(=O)N(CC(=O)Nc2ccccc2)C1=O (centres undefined) | -0.7 | 12 | 1 | 0 | -4 | 102 | 7 | -7 | 10 | 3
57 | O=C1c2ccccc2C(=O)N1CC1c2ccccc2CCN1S(=O)(=O)c1ccccc1 (centres undefined) | 0.1 | -2 | -2 | -4 | 5 | 96 | 3 | 1 | -1 | 0

Screens (PubChem BioAssay)
